Screening results: PubChem, National Center for Advancing Translational Sciences (NCATS)
HTT aggregate = reduces HttQ103-GFP aggregates in PC12 cells | PC12 HttQ103-GFP aggregates, Acumen cytometry, 40 h | Potency, µM (doses to about 46.1 µM), for the others: at the highest dose activity change, negative = inhibition, hits mostly inhibitors | 220,000 tested, 1.1% active | AID 1688; also: potency is read from the fitted curve at half-maximal effect; % is scaled to controls: 0 for no effect and ±100 for the full control effect; nearly all actives have a fitted effect of over 60% in size
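Multiplexed with ATP-based cell death, this channel scores GFP aggregates in PC12 cells expressing inducible HTTex1-Q103-GFP. Induction used 100 nM tebufenozide; compounds were tested in concentration series.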
Lamin A splicing = modulators of lamin A splicing | HeLa LMNA splicing GFP/RFP minigene ratio, 48 h | Potency, µM (titrated, usually from 46.1 µM), for inactives: at the top dose ratio change, negative = inhibition, actives largely listed as inhibitors | 200,000 tested, 0.01% active; active = well fitted inhibition curve with a large enough effect in the signal ratio, with a control signal flat, not every such curve was filed as active; inconclusive = small, poorly fitted or top-dose-only effect, or effect the other way, or a change in a side signal; the % refers to the signal ratio; also: potency is read from the fitted curve at half-maximal effect; % is scaled to controls: 0 for no effect and ±100 for the full control effect
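S3 HeLa stable clones carrying a lamin A-EGFP splicing minigene plus DsRed2 were seeded at 600 cells/well in Opti-MEM with 2% FBS, pin-dosed and incubated 48 h at 37°C. Acumen cytometry (488 nm) gave the GFP/RFP total-intensity ratio.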
IMPase Li cell = membrane-permeable IMPase blocker, potentiated with lithium; CHO-M1 cells, IP1 TR-FRET (IP-One), carbachol + lithium; Potency, µM (titrated, usually from 59.4 µM), inactives show at the highest dose activity, negative = IMPase inhibition, most hits filed as inhibitors; 210,000 tested, 0.35% active; AID 1457;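 also: IP1 builds up when IMPase is blocked and the TR-FRET signal falls; potency is read from the fitted curve at half-maximal effect; plate controls were basal vehicle for no effect and high inhibitor control for full effect; nearly all actives have a fitted effect of over 50% in size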
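IP1 accumulation measured by competitive TR-FRET in lysed CHO-M1 cells after 30 min compound exposure at 37C, with a small lithium addition to potentiate weak responses. Hill-equation AC50 from ratio and donor-channel data.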
SMN2 splice up = increases expression of the SMN2 splice variant | HEK293 SMN2-luciferase splicing reporter, luminescence, 30-36 h | Potency, µM (series often up to 46.1 µM), inactives show top-dose activity change, positive = activation, actives largely listed as activators | 210,000 tested, 2.8% active | AID 1458; also: potency is read from the fitted curve at half-maximal effect; % of control where 0% means no effect; nearly all actives have a fitted effect of over 55% in size
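HEK293 cells carry an SMN2 minigene-luciferase reporter in which exon 7 inclusion puts luciferase in frame. Cells were seeded at 2000 cells/well, attached for 10-12 hours, then exposed to compounds for 30-36 hours at 37C before ONE-Glo luminescence.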
HTT ATP protect = cytoprotection in Huntington HTT-Q103 PC12 cell model; PC12 HTT-Q103 induced, cytoprotection, ATP luminescence, 40 h; Potency, µM (top dose mostly 56.4 µM), for inactives: cytoprotection (ATP increase), hits mostly activators; 230,000 tested, 0.14% active;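 also: potency is read from the fitted curve at half-maximal effect; % of control where 0% means no effect; nearly all actives have a fitted effect of over 45% in size; toxic huntingtin expression switched on by the ecdysone agonist tebufenozide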
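Quantitative HTS on tebufenozide-induced (100 nM) PC12 cells expressing HTTQ103 exon 1–GFP; compounds tested as a concentration series; survival measured via cellular ATP.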
CBFb RUNX1 block = inhibitors of human CBF-beta and RUNX1 interaction | Q01196+Q13951 | AlphaScreen CBFb-His/RUNX1-biotin binding, biochemical | Potency, µM (series often up to 59.8 µM), for the others: at the top dose activity, negative = inhibition, most hits filed as inhibitors | 230,000 tested, under 10 active; also: % of control where 0% means no effect
Target sequence (Q01196 whole entry, looked up): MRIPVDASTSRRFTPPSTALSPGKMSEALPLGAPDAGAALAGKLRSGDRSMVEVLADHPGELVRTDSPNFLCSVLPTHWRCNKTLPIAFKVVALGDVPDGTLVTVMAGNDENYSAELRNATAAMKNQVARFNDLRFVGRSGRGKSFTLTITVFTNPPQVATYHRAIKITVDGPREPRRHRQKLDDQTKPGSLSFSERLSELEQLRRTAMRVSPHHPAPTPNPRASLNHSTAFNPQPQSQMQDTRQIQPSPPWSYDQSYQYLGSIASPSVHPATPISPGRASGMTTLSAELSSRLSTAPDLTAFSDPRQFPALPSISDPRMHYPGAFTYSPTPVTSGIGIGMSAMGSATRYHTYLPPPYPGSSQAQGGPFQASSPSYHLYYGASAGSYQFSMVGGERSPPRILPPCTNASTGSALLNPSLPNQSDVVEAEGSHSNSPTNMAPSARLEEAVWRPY
Target sequence (Q13951 whole entry, looked up): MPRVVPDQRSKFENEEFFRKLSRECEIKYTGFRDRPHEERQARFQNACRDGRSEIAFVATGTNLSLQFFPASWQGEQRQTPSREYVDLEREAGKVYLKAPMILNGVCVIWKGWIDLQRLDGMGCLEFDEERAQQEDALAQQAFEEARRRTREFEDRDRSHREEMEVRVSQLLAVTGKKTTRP
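AlphaScreen binding: CBFb-His and RUNX1-biotin (30 nM each) preincubated 20 min, compound added for 15 min, then nickel and streptavidin beads for 90 min, all at room temperature. Disruption of the interaction by any mechanism counts as activity.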
Luc counter = blocks Kinase-Glo luciferase, a counter-screen artifact | Q27757 | Potency, µM (titrated, usually from 38.3 µM), without a hit: at the highest dose activity change, negative = inhibition, actives largely listed as inhibitors | 200,000 tested, 0.28% active | Kinase-Glo luciferase, ATP luminescence, 8 min | AID 1379; also: potency is read from the fitted curve at half-maximal effect; % is scaled to controls: 0 for no effect and ±100 for the full control effect; nearly all actives have a fitted effect of over 60% in size
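Luminescence was the read-out, taken after 8-minute incubation at ambient temperature. Luciferase turned over luciferin with 10 uM ATP in imidazole pH 7.2 buffer containing KCl, MgCl2, Tween 20 and BSA.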
* hit, by the source's call; ? = inconclusive; . = not tested or not shown; [ ] = remark or other dose. Unless noted, calls follow the shape of the dose curve; as a rule, active = well fitted curve in the direction sought with a large enough effect; inconclusive = small, poorly fitted or top-dose-only effect, or another doubt; inactive = no such curve, though single readings can be large; an effect the other way counts as inactive or inconclusive.

1) O=C1NC[C@H](c2ccccc2)N1
2) CCC(C)n1cnc2c(c1=O)c1nc3ccccc3nc1n2Cc1ccccc1OC (centres undefined)
3) Cc1ccc(C(NC(=O)/C=C\c2ccc3c(c2)OCO3)C(=O)Nc2ccc3c(c2)OCO3)cc1 (centres undefined)
4) O=C1CCC(C(=O)OCc2ccccc2)N1 (centres undefined)
5) Cc1cc(C(=O)N/N=C/c2cc(Br)ccc2OC(=O)c2ccc(Br)cc2)n[nH]1
6) Cn1c(=O)c(=O)n(C)c2cc(S(=O)(=O)N3CCN(C4CCCCC4)CC3)ccc21
7) COC(=O)C(CCSC)NC(=O)C(NC(=O)C1CCC(C)CC1)C(C)C (centres undefined)
8) CCn1c(SCC(=O)Nc2ccc3c(c2)OCCO3)nnc1-c1c[nH]c2ccccc12

assay / compound	1	2	3	4	5	6	7	8
HTT aggregate	.	-2%	-4%	7%	10µM*	?	-9%	-4%[9.22 µM]
Lamin A splicing	.	4%	5%	10%	?	4%	4%	.
IMPase Li cell	22%	8%[38.3 µM]	-3%	11%[38.3 µM]	2%	-2%[38.3 µM]	-5%[38.3 µM]	-2%
SMN2 splice up	7%	-9%	19%	1%	-107%[inhibitor]	-4%	8%	.
HTT ATP protect	-26%	-4%[0.074 µM]	.	11%	29%[10 µM]	?	-9%	2%[10 µM]
CBFb RUNX1 block	-8%	3%	-18%	1%	-10%	4%	7%	-1%
Luc counter	0%	-1%	1%	1%	2%	1%	-3%	.

A draw from above in order of length of the SMILES, smallest number first:
2) CCC(C)n1cnc2c(c1=O)c1nc3ccccc3nc1n2Cc1ccccc1OC (centres undefined)
6) Cn1c(=O)c(=O)n(C)c2cc(S(=O)(=O)N3CCN(C4CCCCC4)CC3)ccc21
3) Cc1ccc(C(NC(=O)/C=C\c2ccc3c(c2)OCO3)C(=O)Nc2ccc3c(c2)OCO3)cc1 (centres undefined)

assay / compound	2	6	3
HTT aggregate	-2%	?	-4%
Lamin A splicing	4%	4%	5%
IMPase Li cell	8%[38.3 µM]	-2%[38.3 µM]	-3%
SMN2 splice up	-9%	-4%	19%
HTT ATP protect	-4%[0.074 µM]	?	.
CBFb RUNX1 block	3%	4%	-18%
Luc counter	-1%	1%	1%

The list continues.
9) CC1=C(C#N)C(c2ccc3ncccc3c2)C(C#N)=C(C)N1
10) COc1ccc(CC2(CO)CCN(S(=O)(=O)N(C)C)CC2)cc1
11) O=C(OCC(=O)N1CCCc2ccccc21)C1CCN(S(=O)(=O)c2cccs2)CC1
12) Cc1ccc(NS(=O)(=O)c2cccs2)cc1S(=O)(=O)N1CCCCCC1
13) Cc1cccc(OCc2nc(C#N)c(N3CCCC3)o2)c1
14) CCc1ccc(/C=C2\SC(=S)N(CCCC(=O)Nc3nccs3)C2=O)cc1
15) COc1ccc(S(=O)(=O)N2CCN(c3ncnc4c(-c5ccccc5)nsc34)CC2)cc1
16) Cc1cc(C(=O)O)ccc1-c1ccc(/C=C2\NC(=O)N(Cc3ccc(F)cc3)C2=O)o1

assay / compound	9	10	11	12	13	14	15	16
HTT aggregate	-2%	-6%[9.22 µM]	-1%	?	-11%[9.22 µM]	?	-16%	-4%[9.22 µM]
Lamin A splicing	9%	14%[46 µM]	-11%	?	19%[46 µM]	-17%	0%	.
IMPase Li cell	24%[38.3 µM]	8%	-4%[38.3 µM]	3%	.	4%	-4%[38.3 µM]	.
SMN2 splice up	?	-25%	-5%	-9%	.	-20%	-28%	.
HTT ATP protect	17%[10 µM]	13%[10 µM]	-10%	-9%	-6%[10 µM]	14%[10 µM]	4%	7%[10 µM]
CBFb RUNX1 block	3%	2%	-5%	-10%	-27%	-2%	7%	-29%
Luc counter	-2%	-1%	13%	4%	.	-1%	-5%	.

17) COc1cc(-n2c(=O)c3ccccc3n(CC(=O)OCc3ccccc3)c2=O)cc(OC)c1OC
18) COC(=O)c1sccc1NC(=O)CCC1CCCC1
19) COc1ccc(CCNC(=O)Cc2cc(OCc3ccccc3)c(OC)cc2[N+](=O)[O-])cc1OC
20) CN(C)S(=O)(=O)c1cc(NC(=O)COC(=O)C2COc3ccccc3O2)ccc1Cl (centres undefined)
21) CC(C)(C)c1ccc(Oc2ccc(NC(=O)c3cccs3)cn2)cc1
22) CCN1CC2CCCC3(C1)C(=O)NC1(CCCCC1)N=C23 (centres undefined)
23) Cc1sc2ccccc2[n+]1CCC(=O)O
24) CN(C)c1ccc(C2Nc3ccccc3C(=O)N2CCN2CCNC2=O)cc1 (centres undefined)

assay / compound	17	18	19	20	21	22	23	24
HTT aggregate	-17%	-7%	2%	-1%	-16%[9.22 µM]	-29%	.	-14%[9.22 µM]
Lamin A splicing	.	15%	0%	-2%[46 µM]	.	-8%	.	.
IMPase Li cell	-8%	11%[38.3 µM]	23%[38.3 µM]	2%	.	28%[38.3 µM]	0%	.
SMN2 splice up	-9%	-15%	-29%	-2%	.	?	-26%[9.22 µM]	.
HTT ATP protect	-8%	-10%	-5%	-6%	4%[10 µM]	-11%	3%[10 µM]	-14%[10 µM]
CBFb RUNX1 block	4%	14%	-4%	8%	2%	0%	.	8%
Luc counter	-5%	9%	4%	2%	.	1%	0%[7.66 µM]	.

Quoted at random: 2 entries already listed
11) O=C(OCC(=O)N1CCCc2ccccc21)C1CCN(S(=O)(=O)c2cccs2)CC1
4) O=C1CCC(C(=O)OCc2ccccc2)N1 (centres undefined)

assay / compound	11	4
HTT aggregate	-1%	7%
Lamin A splicing	-11%	10%
IMPase Li cell	-4%[38.3 µM]	11%[38.3 µM]
SMN2 splice up	-5%	1%
HTT ATP protect	-10%	11%
CBFb RUNX1 block	-5%	1%
Luc counter	13%	1%

Further compounds follow:
25) NC(=O)NC(c1ccccc1)c1ccccc1F (centres undefined)
26) CN(C(=O)c1ccc(S(=O)(=O)c2cccc(Cl)c2)c([N+](=O)[O-])c1)C1CCCCC1
27) CC(C)c1ccc(/C=N\NC(=O)c2ccc(Cn3cccn3)o2)cc1
28) O=C(NC1CCCCC1)C(c1ccc(O)cc1)N(CC1CCCO1)C(=O)C1COc2ccccc2O1 (centres undefined)
29) COc1ccc(NC(=O)COC(=O)COc2ccc(Br)cc2)cc1
30) CCOCc1nnc(NC(=O)COC)s1
31) COc1ccccc1C(CC(=O)Nc1ccccc1C)c1ccc(OC(C)C)cc1 (centres undefined)
32) COc1cccc(CN2C(=O)Nc3ccccc3C(=O)N2C(C)(C)C)c1

assay / compound	25	26	27	28	29	30	31	32
HTT aggregate	5%	?	8%	-4%[9.22 µM]	-15%	4%	-22%	8%
Lamin A splicing	4%	11%	?	0%	.	5%	-10%	-13%
IMPase Li cell	10%[38.3 µM]	13%	-3%	1%[38.3 µM]	?	-12%[38.3 µM]	.	37%[activator][38.3 µM]
SMN2 splice up	3%	-58%[inhibitor]	25%	10%	1%	-10%	.	4%
HTT ATP protect	-3%[10 µM]	-14%[10 µM]	.	13%	-32%[inhibitor]	1%[10 µM]	-14%[10 µM]	20%
CBFb RUNX1 block	7%	1%	3%	3%	-3%	-6%	21%	5%
Luc counter	-1%	-2%	-5%	1%	-1%	0%	.	-2%

The final 4 records of the part before lead into the next.
29) COc1ccc(NC(=O)COC(=O)COc2ccc(Br)cc2)cc1
30) CCOCc1nnc(NC(=O)COC)s1
31) COc1ccccc1C(CC(=O)Nc1ccccc1C)c1ccc(OC(C)C)cc1 (centres undefined)
32) COc1cccc(CN2C(=O)Nc3ccccc3C(=O)N2C(C)(C)C)c1
33) O=C(c1ccc2ccccc2c1)C1CCCN(C(=O)c2cnccn2)C1 (centres undefined)
34) Oc1ccc(N=Nc2cccc(C(F)(F)F)c2)cc1C=Nc1ccc(N2CCOCC2)cc1
35) Cc1nn(C(C)C(=O)O)c2ccccc12 (centres undefined)
36) Cc1cc2ncc(-c3ccc(Cl)cc3)c(N)n2n1
37) CC(=O)N1c2ccccc2N(Cc2ccc(C)cc2C)C(=O)C1(C)C
38) O=C(c1noc2c1CCCC2)N1CCc2c([nH]c3ccccc23)C1c1ccccn1 (centres undefined)
39) COC(=O)c1c(NC(=O)/C=C/c2ccc3c(c2)OCO3)sc(C)c1C
40) O=C(O)C1CCC(CNCc2ccccc2Cl)CC1 (centres undefined)

assay / compound	29	30	31	32	33	34	35	36	37	38	39	40
HTT aggregate	-15%	4%	-22%	8%	-9%[9.22 µM]	-2%	23%[9.22 µM]	-2%	-12%	18%	-14%	-15%
Lamin A splicing	.	5%	-10%	-13%	.	-5%	-3%	-14%	-13%	.	0%	-6%
IMPase Li cell	?	-12%[38.3 µM]	.	37%[activator][38.3 µM]	.	-1%	18%[38.3 µM]	28%[38.3 µM]	10%[38.3 µM]	3%	4%	-10%
SMN2 splice up	1%	-10%	.	4%	.	-63%[inhibitor]	-2%	13µM*	12%	.	-19%	21%
HTT ATP protect	-32%[inhibitor]	1%[10 µM]	-14%[10 µM]	20%	-9%[10 µM]	-12%[10 µM]	5%	-25%[10 µM]	-28%	-7%	-4%[10 µM]	-17%[10 µM]
CBFb RUNX1 block	-3%	-6%	21%	5%	6%	7%	10%	-4%	2%	-10%	7%	-5%
Luc counter	-1%	0%	.	-2%	.	-1%	7%	-3%	16%	3%	-1%	4%

41) COc1cc(/C=C2\SC(=S)N(c3cccnc3)C2=O)ccc1O
42) C/C(=N\O)C(C)NC(=O)c1ccccc1 (centres undefined)
43) Nc1ccc(S(=O)C(F)(F)F)cc1 (centres undefined)
44) CCOC(=O)c1c(/N=C/N(C)C)sc(/C=N/Nc2ccccc2)c1-c1ccc(Cl)cc1
45) Cc1ccc(C(C(=O)NC2CCCC2)N(Cc2ccc3c(c2)OCO3)C(=O)Cc2cccs2)cc1 (centres undefined)

assay / compound	41	42	43	44	45
HTT aggregate	5%[9.22 µM]	-4%	-9%	-7%	26%
Lamin A splicing	.	-4%	1%[46 µM]	?	2%
IMPase Li cell	.	-4%	8%	1%	22%
SMN2 splice up	.	1%	6%	6%	-10%
HTT ATP protect	2%[10 µM]	6%[10 µM]	-39%	.	-3%[10 µM]
CBFb RUNX1 block	-4%	16%	?	14%	8%
Luc counter	.	-2%	-3%	-3%	-1%
